High-throughput results (PubChem)
Mtb BioA inh = blocks M. tuberculosis BioA enzyme activity; purified M. tuberculosis BioA enzyme, plate reader; inhibition, % at 9.99 µM; actives 0.096% (n = 360,000); in the data active = inhibition above about 40%
Starred values were filed as active, the others as inactive. This is a subset; the hit share may differ from the screen's.

SMILES | Mtb BioA inh
CC(C)CC#Cc1ccc2c(c1)O[C@@H](CN(C)C(=O)Cc1ccncc1)[C@@H](C)CN([C@H](C)CO)S2(=O)=O | -0.4
CN1CCN(C(=O)C[C@@H]2C[C@@H]3c4cc(NC(=O)C5CCC5)ccc4O[C@@H]3[C@@H](CO)O2)CC1 | 0.1
COc1cccc(C#Cc2ccc3c(c2)O[C@@H](CN(C)C(C)=O)[C@@H](C)CN([C@@H](C)CO)S3(=O)=O)c1 | -3.1
COc1cccc(S(=O)(=O)N[C@H]2CC[C@@H](CC(=O)NCc3ccc(F)cc3)O[C@@H]2CO)c1 | -1.5
C[C@H]1CCCCO[C@@H](CN(C)Cc2ccc(C(=O)O)cc2)[C@@H](C)CN([C@@H](C)CO)C(=O)c2cc(NC(=O)Cc3ccccc3)ccc2O1 | -1.8
CCCNC(=O)C[C@@H]1C[C@H]2c3cc(NS(=O)(=O)c4ccc(F)cc4)ccc3O[C@H]2[C@@H](CO)O1 | -0.9
C[C@@H]1CN([C@H](C)CO)C(=O)CCCn2cc(nn2)CO[C@H]1CN(C)CC1CCCC1 | -2.5
COc1cccc(-c2ccc3c(c2)O[C@@H](CN(C)C(=O)c2ccccc2F)[C@H](C)CN([C@@H](C)CO)S3(=O)=O)c1 | 3.0
CC(C)NC(=O)N[C@@H]1C=C[C@@H](CC(=O)O)O[C@@H]1CO | -1.2
C[C@H]1CCCCO[C@H](CN(C)Cc2ccccc2)[C@@H](C)CN([C@@H](C)CO)C(=O)c2cc(NC(=O)Cc3ccccc3)ccc2O1 | 3.1
C[C@@H]1CN([C@H](C)CO)C(=O)Cc2cc(NC(=O)c3ccncc3)ccc2O[C@H]1CN(C)C(=O)Nc1ccccc1 | 1.0
Cc1noc(C)c1NC(=O)N(C)C[C@H]1OCCCC[C@@H](C)Oc2ccc(NC(=O)C3CCCCC3)cc2C(=O)N([C@H](C)CO)C[C@H]1C | 0.1
COc1ccc(S(=O)(=O)N(C)C[C@@H]2OCCCC[C@H](C)Oc3ccc(NS(=O)(=O)c4cn(C)cn4)cc3C(=O)N([C@@H](C)CO)C[C@@H]2C)cc1 | 1.6
Cc1noc(C)c1S(=O)(=O)N(C)C[C@@H]1Oc2ccc(NC(=O)NC3CCCCC3)cc2CC(=O)N([C@H](C)CO)C[C@H]1C | -1.5
COCC(=O)N1C[C@H]2[C@@H](c3ccccc31)[C@H](CO)N2C(=O)Nc1ccccc1Cl | 1.4
C[C@H](CO)N1C[C@H](C)[C@@H](CN(C)S(C)(=O)=O)Oc2ccc(NS(=O)(=O)c3ccc(Cl)cc3)cc2C1=O | -0.1
CCCN1C[C@H](C)[C@H](OC)CN(C)C(=O)c2cc(NC(=O)C3CC3)ccc2OC[C@H]1C | 0.3
C[C@@H](NC(=O)C[C@H]1C[C@@H]2c3cc(NC(=O)NC4CCCC4)ccc3O[C@@H]2[C@@H](CO)O1)c1ccccc1 | -3.1
O=C(c1cccc(F)c1)N1CC[C@@H]2[C@H](CO)Nc3ccc(-c4ccc(F)cc4)cc3[C@@H]21 | 1.1
COc1ccc(CN(C)C[C@H]2OCCCC[C@@H](C)Oc3ccc(NC(=O)Nc4cccc5ccccc45)cc3C(=O)N([C@H](C)CO)C[C@H]2C)cc1 | 0.0
CO[C@@H]1CN(C)C(=O)c2cc(NC(=O)c3ccc(F)cc3)ccc2OC[C@H](C)N(C)C[C@H]1C | -1.5
C[C@H](CO)N1C[C@H](C)[C@@H](CN(C)Cc2ccc(Cl)c(Cl)c2)Oc2ccc(NS(C)(=O)=O)cc2C1=O | 1.0
CCS(=O)(=O)Nc1ccc2c(c1)C(=O)N(C)C[C@@H](OC)[C@H](C)CN(C(=O)C1CCC1)[C@@H](C)CO2 | -2.3
COCC(=O)N1C[C@H](C)[C@@H](OC)CN(C)C(=O)c2ccc(NC(=O)c3cnccn3)cc2OC[C@H]1C | 1.6
O=C(C[C@H]1C[C@@H]2c3cc(NC(=O)Nc4ccc(C(F)(F)F)cc4)ccc3O[C@@H]2[C@@H](CO)O1)NCc1ccccn1 | 1.3
C[C@H]1CN([C@@H](C)CO)C(=O)Cc2cc(NC(=O)Cc3ccccc3)ccc2O[C@@H]1CN(C)Cc1ccc2c(c1)OCO2 | 3.5
O=C(C1CCC1)N1CCCCN2[C@H](CO)[C@@H](c3ccc(C#CC4(O)CCCC4)cc3)[C@H]2C1 | -2.1
CC(C)NC(=O)N(C)C[C@@H]1Oc2cc(C#Cc3ccc(F)cc3)ccc2S(=O)(=O)N([C@H](C)CO)C[C@H]1C | 0.1
OC[C@@H]1[C@H](c2ccc(C#CC3CC3)cc2)[C@@H]2CN(CCC(F)(F)F)CCCCN12 | -1.2
CC(C)C#Cc1ccc([C@@H]2[C@H](CO)N3CCCCN(C(=O)c4ccc(F)cc4)C[C@@H]23)cc1 | 4.6
COCC(=O)Nc1ccc2c(c1)[C@H]1C[C@@H](CC(=O)NCc3ccc(Cl)cc3)O[C@H](CO)[C@H]1O2 | -1.1
CCCNC(=O)Nc1ccc2c(c1)OC[C@@H](C)N(C(=O)c1ccccc1F)C[C@@H](C)[C@H](OC)CN(C)C2=O | -0.2
Cc1noc(C)c1NC(=O)N(C)C[C@H]1Oc2cc(C#CCC3CCCC3)ccc2S(=O)(=O)N([C@H](C)CO)C[C@H]1C | 0.8
COc1ccccc1S(=O)(=O)Nc1ccc2c(c1)C(=O)N(C)C[C@H](OC)[C@H](C)CN[C@H](C)CO2 | 0.9
Cc1noc(C)c1S(=O)(=O)N(C)C[C@H]1Oc2ccc(NS(=O)(=O)c3ccccc3)cc2CC(=O)N([C@H](C)CO)C[C@@H]1C | -2.1
O=C(C1CC1)N1CCCCN2[C@H](C1)[C@@H](c1ccc(-c3cccc(F)c3)cc1)[C@@H]2CO | 6.9
Cc1ccc(S(=O)(=O)N(C)C[C@H]2Oc3c(NC(=O)Nc4ccc(F)cc4)cccc3C(=O)N([C@@H](C)CO)C[C@H]2C)cc1 | 1.6
C[C@H](CO)N1C[C@H](C)[C@H](CN(C)S(=O)(=O)c2cccs2)OCCCC[C@H](C)Oc2ccc(NC(=O)Nc3ccc(C(F)(F)F)cc3)cc2C1=O | -2.5
Cc1noc(C)c1NC(=O)N(C)C[C@@H]1Oc2ccc(NC(=O)Cc3cn(C)c4ccccc34)cc2C(=O)N([C@@H](C)CO)C[C@H]1C | -0.9
O=C(Cc1ccccn1)N1CCCCN2[C@H](CO)[C@H](c3ccc(C#Cc4ccccc4)cc3)[C@H]2C1 | -3.6
C[C@@H]1CCCCO[C@H](CN(C)S(=O)(=O)c2ccc(F)cc2)[C@@H](C)CN([C@@H](C)CO)C(=O)c2cc(NS(=O)(=O)c3ccc(Cl)cc3)ccc2O1 | -1.0
C[C@@H]1CN([C@@H](C)CO)C(=O)c2cc(NC(=O)CCCN(C)C)ccc2O[C@@H]1CN(C)Cc1ccc(C(=O)O)cc1 | -0.2
COc1ccc(NC(=O)Nc2cccc3c2O[C@@H](CN(C)C)[C@@H](C)CN([C@@H](C)CO)C3=O)cc1 | 2.7
COc1ccccc1CNC(=O)C[C@@H]1C[C@@H]2c3cc(NC(=O)Cc4ccncc4)ccc3O[C@@H]2[C@H](CO)O1 | -1.4
OC[C@@H]1Nc2ccc(-c3ccccc3)cc2[C@@H]2[C@H]1CCN2Cc1ccccc1F | 4.1
C[C@@H]1CN([C@H](C)CO)C(=O)c2cc(-c3ccccc3)cnc2O[C@H]1CN(C)C(=O)Cc1ccccc1 | 2.8
Cc1noc(C)c1NC(=O)Nc1cccc2c1O[C@@H](CN(C)C(=O)Nc1ccccc1)[C@H](C)CN([C@H](C)CO)C2=O | -1.3
CCC(=O)N1CCCCN2[C@@H](CO)[C@H](c3ccc(-c4cccc(C#N)c4)cc3)[C@@H]2C1 | -1.4
CCS(=O)(=O)N[C@H]1C=C[C@@H](CC(=O)NC2Cc3ccccc3C2)O[C@@H]1CO | -2.8
COCC(=O)N1[C@H](CO)[C@H]2c3ccccc3N(C(=O)c3cccc(OC)c3)C[C@H]21 | -5.4
C[C@@H]1CN([C@H](C)CO)C(=O)Cc2cc(NS(C)(=O)=O)ccc2O[C@@H]1CN(C)Cc1ccc2c(c1)OCO2 | 1.6
CCCN1C[C@@H](C)[C@@H](OC)CN(C)C(=O)c2ccc(NC(=O)c3cccc(F)c3)cc2OC[C@@H]1C | 2.4
COc1ccc(NC(=O)Nc2ccc3c(c2)C(=O)N([C@@H](C)CO)C[C@H](C)[C@@H](CN(C)Cc2ccc(C(=O)O)cc2)OCCCC[C@H](C)O3)cc1 | 0.8
C[C@@H]1CN([C@@H](C)CO)C(=O)c2cc(C#C[C@@H](C)O)cnc2O[C@H]1CN(C)CC1CCCC1 | -2.6
CCCC(=O)Nc1ccc2c(c1)C(=O)N(C)[C@@H]1CC[C@@H](CC(=O)Nc3cn(C)nc3C)O[C@@H]1CO2 | 6.0
C[C@@H]1CN([C@@H](C)CO)C(=O)c2cc(-c3cccc(C#N)c3)cnc2O[C@H]1CN(C)Cc1ccc(F)cc1 | 1.6
C[C@@H](NC(=O)C[C@H]1CC[C@@H]2[C@H](COC[C@H](O)CN2C(=O)Nc2cccc(Cl)c2)O1)c1ccccc1 | 1.2
CCCC(=O)Nc1ccc2c(c1)OC[C@@H](C)N(C(=O)c1ccncc1)C[C@@H](C)[C@H](OC)CN(C)C2=O | -0.9
O=C(C[C@H]1C=C[C@@H](NS(=O)(=O)c2ccccc2)[C@H](CO)O1)NCc1ccncn1 | -1.0
C[C@H]1CN([C@@H](C)CO)C(=O)c2cccc(NC(=O)NC3CCCCC3)c2O[C@H]1CN(C)C | -5.2
(further entries)
SMILES | Mtb BioA inh
C[C@H]1CN([C@@H](C)CO)C(=O)c2cc(-c3ccc(C#N)cc3)cnc2O[C@@H]1CN(C)Cc1ccccn1 | 5.4
COC(=O)C1=C/c2ccccc2C(C2CC2)N(Cc2ccc(OC)cc2)/C=C\1C(=O)OC (configuration not stated) | -0.4
COc1ccc(NC(=O)Nc2ccc3c(c2)C(=O)N(C)C[C@@H](OC)[C@@H](C)CN[C@H](C)CO3)cc1 | 0.6
O=C(Nc1cccc(Cl)c1)N1C[C@H]2[C@@H](c3ccccc31)[C@@H](CO)N2C(=O)C1CC1 | -2.2
C[C@@H]1CN([C@H](C)CO)C(=O)c2cc(NC(=O)C3CCCCC3)ccc2O[C@@H]1CN(C)C(=O)Nc1cccc2ccccc12 | 1.7
O=C([C@H]1[C@H](CO)[C@H]2Cn3c(ccc(-c4ccccc4)c3=O)[C@@H]1N2)N1CCCCC1 | -1.5
CCCC#Cc1ccc([C@H]2[C@H](C#N)N(S(=O)(=O)c3cccc(F)c3)[C@H]2CO)cc1 | 0.9
O=C(Nc1ccc2c(c1)OCO2)N[C@@H]1C=C[C@@H](CC(=O)N2CCN(c3ccccc3)CC2)O[C@H]1CO | -2.6
C/C=C/c1ccc2c(c1)O[C@@H](CN(C)C(=O)Nc1cc(F)ccc1F)[C@@H](C)CN([C@H](C)CO)S2(=O)=O | 12
CC(C)C(=O)Nc1ccc2c(c1)C(=O)N(C)[C@@H]1CC[C@H](CC(=O)N[C@@H](C)c3ccccc3)O[C@@H]1CO2 | 5.0
CCNC(=O)C[C@@H]1CC[C@@H]2[C@@H](COc3ccc(NS(C)(=O)=O)cc3C(=O)N2C)O1 | -0.8
COc1cccc(CNC(=O)C[C@H]2CC[C@H]3[C@@H](COc4ccc(NS(=O)(=O)c5ccccc5F)cc4C(=O)N3C)O2)c1 | -2.0
CCC(=O)N[C@H]1CC[C@@H](CCn2cc(-c3cccc(OC)c3)nn2)O[C@@H]1CO | -0.1
COc1ccc(S(=O)(=O)N2C[C@H](O)COC[C@@H]3O[C@@H](CC(=O)N[C@@H]4CCN(Cc5ccccc5)C4)CC[C@H]32)cc1 | -0.2
CCC(=O)N1C[C@H](C)[C@@H](OC)CN(C)C(=O)c2cc(NC(=O)C3CCOCC3)ccc2OC[C@H]1C | -0.4
CNC(=O)C[C@H]1CC[C@H]2[C@@H](COc3ccc(NC(=O)CC(F)(F)F)cc3C(=O)N2C)O1 | -0.8
O=C(Nc1nccs1)[C@H]1[C@H](CO)[C@H]2Cn3c(cccc3=O)[C@@H]1N2C(=O)C1CCC1 | -2.8
C[C@H](CO)N1C[C@H](C)[C@@H](CN(C)Cc2ccccc2)Oc2ccc(NS(=O)(=O)c3cccs3)cc2CC1=O | 0.3
C[C@H](CO)N1C[C@H](C)[C@H](CN(C)Cc2ccc(Oc3ccccc3)cc2)Oc2ccc(NS(C)(=O)=O)cc2CC1=O | -1.9
C[C@@H]1CCCCO[C@@H](CN(C)C(=O)Nc2ccc3c(c2)OCO3)[C@@H](C)CN([C@H](C)CO)C(=O)c2cc(NS(=O)(=O)c3cccs3)ccc2O1 | 2.5

5 entries from above, tab-delimited.
compound	Mtb BioA inh
CNC(=O)C[C@H]1CC[C@H]2[C@@H](COc3ccc(NC(=O)CC(F)(F)F)cc3C(=O)N2C)O1	-0.8
O=C(Nc1nccs1)[C@H]1[C@H](CO)[C@H]2Cn3c(cccc3=O)[C@@H]1N2C(=O)C1CCC1	-2.8
C[C@H](CO)N1C[C@H](C)[C@@H](CN(C)Cc2ccccc2)Oc2ccc(NS(=O)(=O)c3cccs3)cc2CC1=O	0.3
C[C@H](CO)N1C[C@H](C)[C@H](CN(C)Cc2ccc(Oc3ccccc3)cc2)Oc2ccc(NS(C)(=O)=O)cc2CC1=O	-1.9
C[C@@H]1CCCCO[C@@H](CN(C)C(=O)Nc2ccc3c(c2)OCO3)[C@@H](C)CN([C@H](C)CO)C(=O)c2cc(NS(=O)(=O)c3cccs3)ccc2O1	2.5

Shown field by field: four of the compounds above
SMILES: CNC(=O)C[C@H]1CC[C@H]2[C@@H](COc3ccc(NC(=O)CC(F)(F)F)cc3C(=O)N2C)O1
  Mtb BioA inh: -0.8

SMILES: O=C(Nc1nccs1)[C@H]1[C@H](CO)[C@H]2Cn3c(cccc3=O)[C@@H]1N2C(=O)C1CCC1
  Mtb BioA inh: -2.8

SMILES: C[C@H](CO)N1C[C@H](C)[C@@H](CN(C)Cc2ccccc2)Oc2ccc(NS(=O)(=O)c3cccs3)cc2CC1=O
  Mtb BioA inh: 0.3

SMILES: C[C@H](CO)N1C[C@H](C)[C@H](CN(C)Cc2ccc(Oc3ccccc3)cc2)Oc2ccc(NS(C)(=O)=O)cc2CC1=O
  Mtb BioA inh: -1.9
